Screening data (PubChem)
OXTR potentiate – potentiates the human oxytocin receptor response. P30559. CHO-OTR cells, Fluo-8 calcium fluorescence, potentiator mode; 0% = oxytocin EC15, 100% = EC100. activation, % at 3 µM. 0.061% of 320,000 active. AID 2445;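 active means activation above that plate's cutoff, the mean activation of tested compounds plus 3 SD, cut at about 6.6% in these data, passing the limit was not always enough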;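 further: 100% uses oxytocin at 75 nM as the full agonist control; some results filed as inactive read as strong as hits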
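Material: CHO-OTR cells, human receptor; compound dosing: single dose, 3.0 µM nominal final compound concentration; schedule: 6 min compound pre-incubation at room temperature, 100 s kinetic read; measured by: kinetic Fluo-8 calcium fluorescence; read-out basis: % activation vs EC15 and EC100 oxytocin; controls: EC15 oxytocin alone as 0%, 75 nM oxytocin as 100%; replicates: singlicate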
V1R ag counter – V1a receptor agonism, counter-screen for OXTR agonists | P37288 | CHO-V1R cells, Fluo-8 calcium fluorescence, agonist mode; 0% DMSO, 100% 3 nM vasopressin | activation, % at 3 µM | 0.25% of 320,000 active;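 active means activation above the mean activation of all tested compounds plus 3 SD, per screening run, cut at about 20% in these data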;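 further: signal is peak over basal fluorescence ratio across a 100 second FLIPR read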
Target sequence (P37288 whole entry, looked up): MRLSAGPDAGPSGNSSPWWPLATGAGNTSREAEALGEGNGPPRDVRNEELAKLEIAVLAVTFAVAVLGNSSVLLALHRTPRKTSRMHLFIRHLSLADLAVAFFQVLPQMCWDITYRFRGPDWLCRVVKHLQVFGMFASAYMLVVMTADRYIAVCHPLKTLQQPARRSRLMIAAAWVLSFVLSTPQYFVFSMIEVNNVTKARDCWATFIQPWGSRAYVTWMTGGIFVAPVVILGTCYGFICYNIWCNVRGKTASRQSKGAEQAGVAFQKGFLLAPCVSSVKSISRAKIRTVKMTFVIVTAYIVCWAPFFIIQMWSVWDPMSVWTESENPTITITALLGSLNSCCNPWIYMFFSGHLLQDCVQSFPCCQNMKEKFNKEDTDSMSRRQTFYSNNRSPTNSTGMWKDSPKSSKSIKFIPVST
GPR7 antagonist – human neuropeptides B/W receptor 1 antagonism; P48145; GPR7-expressing cells, fluorescence antagonist assay; inhibition, % at 4.4 µM; 1.1% of 290,000 active; AID 1861; in the data active means inhibition above about 16%, passing the limit was not always enough;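 further: cells stimulated with the agonist NPW; 0% = agonist with vehicle and 100% = vehicle without agonist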
Target sequence (P48145 whole entry, looked up): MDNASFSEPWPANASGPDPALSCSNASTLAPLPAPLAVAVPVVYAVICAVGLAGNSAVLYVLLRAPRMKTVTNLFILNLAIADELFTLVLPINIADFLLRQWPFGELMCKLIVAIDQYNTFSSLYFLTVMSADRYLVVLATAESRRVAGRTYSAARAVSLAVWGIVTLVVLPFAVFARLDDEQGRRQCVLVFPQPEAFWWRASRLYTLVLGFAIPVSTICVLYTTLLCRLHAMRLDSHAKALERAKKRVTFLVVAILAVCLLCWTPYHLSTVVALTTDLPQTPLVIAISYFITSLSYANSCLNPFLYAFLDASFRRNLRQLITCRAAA
M1 PAM parental – nonselective activator or artifact in parental CHO-K1 calcium assay; ATP EC20, Fluo-8 calcium fluorescence; 0% at ATP EC20, 100% at ATP max; activation, % at 3 µM; 0.02% of 360,000 active; AID 602247;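 active means activation above the run cutoff, the mean activation of all test compounds plus 3 SD, cut at about 40% in these data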;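 further: peak over basal fluorescence ratio in a 140 s read after ATP addition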
OXTR agonist – activates the human oxytocin receptor | P30559 | CHO-OTR cells, Fluo-8 calcium fluorescence; normalized: DMSO 0%, oxytocin 100% | activation, % at 3 µM | 0.32% of 320,000 active | AID 2435;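 active means activation above the mean of all tested compounds plus 3 SD, cutoff set per screening run, cut at about 20% in these data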;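 further: peak over basal fluorescence ratio from a 100 s FLIPR kinetic read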
CHO-K1 Ca ag – nonselective activator or artifact in parental CHO-K1 cells; Fluo-8 calcium fluorescence; scaled to maximal ATP response, vehicle zero; activation, % at 3 µM; 0.48% of 360,000 active; AID 602248; in the data active means activation above about 15%;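 further: untransfected CHO-K1 host cells lacking M1 receptor as counterscreen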
CHO-K1 Ca antag – M1 antagonist counterscreen hit in parental CHO-K1 cells | ATP-induced calcium, Fluo-8 fluorescence | inhibition, % at 3 µM | 0.6% of 360,000 active;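 active means inhibition above a per-plate cutoff, the plate's mean sample inhibition plus 3 SD, cut at about 24% in these data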;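 further: 0% = DMSO plus EC80 ATP and 100% = DMSO alone without ATP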
TAAR1 antag – human TAAR1 antagonism; inhibition, % at 3 µM; CHO RD-HGA16 TAAR1, Fluo-8 calcium fluorescence, antagonist; Q96RJ0; 1.5% of 360,000 active;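 active means inhibition above a per-plate cutoff, the mean inhibition of test compounds on that plate plus 3 SD, cut at about 49% in these data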;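 further: 0% = DMSO plus EC80 beta-PEA response and 100% = DMSO alone without agonist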
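Test system: CHO RD-HGA16 cells bearing hTAAR1 | Reagent: β-PEA, EC80 | Compound dosing: 3 µM, single point | Schedule: Dye loading 75 min at 37 °C, then 30 min room temperature | Signal: Calcium fluorescence with Fluo-8 | Evaluation: Percent inhibition of PEA-evoked calcium signal, max/basal emission ratio | Control set: DMSO-only wells and EC80 β-PEA-stimulated wells | Repeats: Singlicate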
CHO parental Ca – counter-screen for OX1R antagonists: effect in parental CHO cells; parental CHO-K1, ATP-induced calcium, Fluo-8 fluorescence; inhibition, % at 5.6 µM; 0.63% of 330,000 active; AID 463079;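 active means inhibition above that plate's mean sample inhibition plus 3 SD, cut at about 26% in these data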;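 further: 0% = ATP-challenged DMSO wells and 100% = DMSO wells without ATP; some compounds past the cut are filed as inactive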
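Assay system – parental CHO cells · Reagent – ATP stimulus · Detection – intracellular calcium via Fluo-8 no-wash fluorescent dye · Evaluation – percent inhibition of ATP-evoked calcium rise, normalized to controls · Controls – ATP wells versus no-ATP DMSO wells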
An asterisk follows results filed as active; . = no result given.

Sequence of screens – OXTR potentiate	V1R ag counter	GPR7 antagonist	M1 PAM parental	OXTR agonist	CHO-K1 Ca ag	CHO-K1 Ca antag	TAAR1 antag	CHO parental Ca
CCN(CC)C(=O)C12CC3CC(CC(Cl)(C3)C1)C2
 : 3	-1.2	7	23	-2.1	-0.1	-9	4	-7
CC(=O)N1Cc2cc(C(=O)NCC(F)(F)F)nc(-c3cccc(-c4cccnc4)c3)c2[C@@H]1CCO
 : .	.	.	22	.	0.2	-25	-38	.
CC(=O)c1cccc(NC(=O)CN2CCc3cc4c(cc3C2C)OCCCO4)c1 (stereo unspecified)
 : -7	10	9	-2	5.2	6.4	4	-7	-23
CCCCC[C@H]1CCCCC[C@@H](O)C[C@@H](O)[C@@H](O)/C=C/C(=O)O1
 : .	.	.	13	.	1.1	-12	-8	.
COc1ccc2c(C)c(C)c(=O)oc2c1OC
 : -11	-0.5	-17	15	-1.0	0.7	-16	-6	-11
CO/N=C(\N)c1ccc([N+](=O)[O-])cc1
 : 1	0.5	-6	9	-0.6	0.8	-2	1	-13
CC(=O)Nc1ccc(NC(=O)COC(=O)C2CCC(C(C)(C)C)CC2)cc1 (stereo unspecified)
 : -10	3.3	.	2	5.9	9.1	12	65*	-4
O=C(COC(=O)/C=C/c1cccc(Br)c1)Nc1ccc(Cl)cn1
 : .	.	.	7	.	0.3	-6	-7	.
CCCCc1nnc(NC(=O)CN2C(=O)c3ccccc3C2=O)s1
 : -9	-0.3	-12	22	-0.7	1.0	-22	19	-12
O=C(CCCOc1ccc(Cl)cc1Cl)NCCCO
 : -12	0.6	2	17	-0.8	0.3	-9	9	-4
O=C(c1cc(COc2ccccc2)on1)N1CCCC(CN2CCOCC2)C1 (stereo unspecified)
 : -4	2.5	-11	-6	1.0	1.1	-9	-7	-24
COc1ccc(-n2nnnc2CNC(=O)C2CC(=O)N(c3ccc(Cl)cc3)C2)cc1 (stereo unspecified)
 : -5	-0.7	.	-2	-1.1	0.6	1	-8	-29
COc1ccccc1C(O)(C(=O)NNc1cccc(C)c1)c1ccccc1OC
 : 0	0.3	6	9	-1.2	0.3	-7	-13	-18
CCc1nnc(NC(=O)CN2C(=O)c3ccccc3S2(=O)=O)s1
 : 2	0.6	-7	30	0.2	0.4	-9	-3	-11
COc1cc(C#Cc2ccc3cc(CCO)oc(=O)c3c2)cc(OC)c1
 : -10	1.2	.	15	3.5	0.8	-13	0	-14

The list continues:
Sequence of screens – OXTR potentiate	V1R ag counter	GPR7 antagonist	M1 PAM parental	OXTR agonist	CHO-K1 Ca ag	CHO-K1 Ca antag	TAAR1 antag	CHO parental Ca
O=[N+]([O-])c1ccccc1OCCOCCOc1cccc2cccnc12
 : -3	0.3	-1	17	-0.8	1.0	-3	2	-6
CC1=CC(C)(C)N(C(=O)CN2C(=O)c3ccccc3C2=O)c2ccc(C)cc21
 : -9	-1.3	0	-8	-1.6	-0.6	1	11	-32
CN(c1ccc(S(=O)(=O)N2CCOCC2)cn1)C1CCCCC1
 : -6	0.9	-6	-10	-0.3	-0.1	4	7	3
COc1ccc(-n2c(-c3cnccn3)n[nH]c2=S)cc1
 : 1	-0.6	0	27	1.2	2.0	-16	8	-1
CCn1c(C)c(C)c2cc(C(=O)Nc3cccc(Cl)c3)ccc21
 : -20	-0.1	-7	-2	-1.3	-0.1	-5	4	28
O=C(NCc1ccccc1)c1n[nH]nc1-c1ccccc1O
 : -2	2.2	-10	0	2.8	0.3	-7	0	-10
CCOC(=O)c1nn(-c2ccc(F)cc2)c(=O)c(C#N)c1C
 : 3	1.7	-12	2	-0.9	0.4	5	-8	-10
CCc1nnc2c(NCCc3ccc(OC)c(OC)c3)nc3ccccc3n12
 : .	.	-17	9	.	0.7	-5	11	.
Cn1cccc1/C=C(\C#N)C(N)=S
 : 0	0.6	-6	-10	0.3	0.1	9	-10	4
COc1ccc(C(=O)NCc2ccc(N3CCN(C(=O)OC(C)(C)C)CC3)cc2)cc1
 : -16	4.2	0	14	3.0	2.9	-4	10	-6
Cc1c(N2C(=O)/C(=C/C3CC=CCC3)SC2=S)c(=O)n(-c2ccccc2)n1C (stereo unspecified)
 : 3	0.0	-10	-4	0.6	0.9	-6	-7	-24
CN(C)c1cccc2c1c(NC(=O)c1ccc(Cl)cc1)nn2C
 : -1	-0.9	-20	-21	-3.4	-0.2	5	-13	-18
Cc1nc(C(F)(F)F)ccc1C(=O)N1CCCC1(C)C(=O)NCC(C)C (stereo unspecified)
 : .	.	.	1	.	0.1	5	-15	.
C=CCOc1ccc2oc(=O)cc(C)c2c1
 : -7	1.1	-2	7	-1.6	0.0	-6	-8	4
O=C(CC1CCCC1)Nc1cccc(Br)c1
 : -7	3.0	-9	1	-0.1	0.8	-13	-4	-24

More structures follow:
Sequence of screens – OXTR potentiate	V1R ag counter	GPR7 antagonist	M1 PAM parental	OXTR agonist	CHO-K1 Ca ag	CHO-K1 Ca antag	TAAR1 antag	CHO parental Ca
CCOC(=O)c1cccc(NC(=O)CSc2nnc(C3CCCCC3)n2C)c1
 : -9	0.4	-13	13	-1.2	0.2	-16	3	1
CS(=O)(=O)c1ccc(S(=O)CC(=O)Oc2ccc(Cl)cc2)c([N+](=O)[O-])c1 (stereo unspecified)
 : -7	1.9	-11	.	2.3	.	.	.	-10
O=C(CCCCCNC(=O)N1CCn2c1nc1ccccc12)N[C@H](C(=O)O)c1ccccc1
 : 4	1.9	1	9	0.1	0.3	-2	11	-1
COc1ccc(-c2nn3c(-c4ccccn4)nnc3s2)cc1OC
 : 3	-0.4	-11	8	-1.2	1.5	-2	10	-5
O=C(C1CCCN(Cc2nc(-c3ccc(Cl)cc3)no2)C1)N1CCOCC1 (stereo unspecified)
 : -23	5.7	-10	22	3.0	5.0	-17	19	-19
Cn1c(=O)c2c(=O)cc(N)[nH]c2n(C)c1=O
 : 1	0.1	-11	-19	0.8	0.2	12	-36	-9
COc1ccc(CCNC(=O)CSc2cn(Cc3cccc(C)c3)c3ccccc23)cc1OC
 : -6	-0.6	-3	-1	-2.0	0.7	2	27	14
O=C(Nc1ccc(S(=O)(=O)Nc2ncccn2)cc1)c1cccc(Br)c1
 : .	.	-2	19	.	1.1	-9	-2	.
COC(=O)c1c(C)c2c(C)cc3ccccn3c-2c1C(=O)OC
 : -8	-1.1	6	14	0.2	1.5	-2	9	-12
CN(Cc1ccccc1)C(=O)c1nc2ccccn2c1CNCCn1cccn1
 : -3	0.6	-8	-4	-0.6	0.7	2	-5	-14
CSCCC(NC(=O)c1cccc(C)c1)C(=O)NNC(=O)c1cccs1 (stereo unspecified)
 : -4	0.3	.	10	0.9	0.3	-4	3	8
CCn1c(SC(C)C(=O)N2CCOCC2)nc2sc(C)c(C)c2c1=O (stereo unspecified)
 : -3	-0.8	.	14	0.1	1.2	-12	-5	8
CCOc1ccc(/C=N/NC(=O)c2cc(-c3ccccc3)nc3ccccc23)cc1O
 : -16	1.1	-5	36	-0.1	4.0	-21	44	-58
COc1ccc(C(O)P(=O)(OC2CCCCC2)c2ccc(N(C)C)cc2)cc1OC (stereo unspecified)
 : -5	-0.4	-3	19	0.3	1.2	-3	10	-6
COC(=O)CCC(=O)OC1(C)C(=O)C2=CN(Cc3ccc4c(c3)OCO4)C(c3ccc(OC)cc3)=CC2=C(Br)C1=O (stereo unspecified)
 : -5	1.2	.	-23	-0.7	-0.6	7	.	-3

Ordered by molecular weight (descending): some entries from above
Sequence of screens – OXTR potentiate	V1R ag counter	GPR7 antagonist	M1 PAM parental	OXTR agonist	CHO-K1 Ca ag	CHO-K1 Ca antag	TAAR1 antag	CHO parental Ca
CSCCC(NC(=O)c1cccc(C)c1)C(=O)NNC(=O)c1cccs1 (stereo unspecified)
 : -4	0.3	.	10	0.9	0.3	-4	3	8
O=C(C1CCCN(Cc2nc(-c3ccc(Cl)cc3)no2)C1)N1CCOCC1 (stereo unspecified)
 : -23	5.7	-10	22	3.0	5.0	-17	19	-19
CN(Cc1ccccc1)C(=O)c1nc2ccccn2c1CNCCn1cccn1
 : -3	0.6	-8	-4	-0.6	0.7	2	-5	-14

Remaining list, next part:
Sequence of screens – OXTR potentiate	V1R ag counter	GPR7 antagonist	M1 PAM parental	OXTR agonist	CHO-K1 Ca ag	CHO-K1 Ca antag	TAAR1 antag	CHO parental Ca
COc1ccc([C@@H]2C(C#N)=C(N)S[C@@H](c3ccccc3)[C@@H]2[N+](=O)[O-])cc1
 : 0	-0.6	-3	20	-1.9	1.0	-2	-1	-12
CC(C(=O)Nc1ncc2c(n1)CC(C)(C)CC2=O)N1C(=O)c2ccccc2C1=O (stereo unspecified)
 : -9	-0.2	-7	4	-0.8	0.0	-6	-3	-18
Cc1ccc(CSc2ccc(S(=O)(=O)N3CCOCC3)cn2)cc1
 : -5	0.1	.	11	-1.8	0.8	-13	4	-10
COc1ccc(C(=O)NCCN2CCCC2)cc1
 : -5	-0.4	-18	19	1.1	0.8	-14	-1	2
CC(=O)c1ccc(NC(=O)c2onc(C)c2Cl)cc1
 : -3	-1.0	-7	6	-0.8	1.2	-16	-4	-15
CC1CN(c2nc3c(c(=O)n(C)c(=O)n3C)n2Cc2c(F)cccc2Cl)CC(C)O1 (stereo unspecified)
 : -5	-2.0	-1	18	-1.3	0.3	-1	-11	-8
Cc1ccc2cc(C)c3nnc(SCC(=O)NCc4ccco4)n3c2c1
 : -2	-0.8	-11	17	-1.7	0.9	-11	.	-15
CN(C)c1nnnn1-c1ccc(OC(F)(F)F)cc1
 : 1	0.2	2	15	0.0	0.5	1	-16	-7
COc1cccc2c(=O)cc(C)n(CC(=O)Nc3ccccc3C)c12
 : -13	4.7	-12	11	7.9	3.3	-5	-13	0
CCOc1ccc(NC(=O)CCC(=O)NNC(=O)Nc2ccc(Cl)cc2)cc1
 : -11	1.9	-12	0	-0.3	0.8	4	15	-4
C/C=C/c1ccc(OCC(=O)OCC(=O)Nc2c(C)nn(-c3ccccc3)c2C)c(OC)c1
 : -4	-1.1	.	-5	-1.2	4.0	7	29	-4
Cc1cccc(NC(=O)Cn2ccn(-c3ccc4c(c3)OCCO4)c(=O)c2=O)c1
 : -3	0.0	.	-8	0.0	0.1	-10	-14	-10
